Growth percent in the NCI-60 one-dose screen (48 h, 10 µM unless noted): 100 = growth as untreated, 0 = no growth, -100 = all killed.
PC-3 – PC-3 prostate cancer cells. AID 1794754. actives 3.9% (n = 80,000)
OVCAR-3 – OVCAR-3 ovarian cancer; actives 7% (n = 79,000); AID 1794787
U251 – U251 CNS tumor cells. AID 1794753. actives 5.4% (n = 80,000)
SF-268 – SF-268 CNS cancer cells; actives 3.1% (n = 82,000); AID 1794759
OVCAR-8 – OVCAR-8 ovarian cancer; actives 4.4% (n = 81,000)
SF-295 – SF-295 CNS cancer cells | actives 5.6% (n = 79,000)
SNB-19 – SNB-19 CNS cancer cells | actives 2.5% (n = 81,000)
SF-539 – SF-539 CNS cancer. actives 6.8% (n = 81,000). AID 1794752
DU-145 – DU-145 prostate cancer. actives 4.2% (n = 81,000)
* marks the source's active call; other numbers are inactive results; x = no result given; & = joins results of further samples; [ ] = another dose, or the depositor's remark. How the source made its calls: active means growth percent below 10; inactive means the rest.

SMILES	PC-3	OVCAR-3	U251	SF-268	OVCAR-8	SF-295	SNB-19	SF-539	DU-145
c1ccc(-c2ncnc3ccccc23)cc1	99	114	107	100	104	106	105	99	109
COc1cc(-c2ccc3c(=O)n(C)c(SC)nc3n2)cc(OC)c1OC	89	117	101	102	97	100	106	90	103
CCN(CC)CC(=O)N(CC)c1ccc(C)c(Cl)c1	88	102	87	93	94	101	104	108	103
Nc1ccc(S(=O)(=O)c2ccc(N3CCOCC3)c(N)c2)cc1	95	102	96	106	101	102	99	113	117
C=CCn1c(SCC(=O)NCc2cc(C)c(O)c(C)c2)nc2ccc(Cl)cc2c1=O	96	101	102	99	106	91	100	101	105
CCOC(=O)c1c(Nc2ccccc2)nn(C)c1N	102	x	101	103	102	107	102	99	103
CC(=O)O[C@H]1CO[C@H]2[C@@H]1OC[C@@H]2Oc1ccc(Nc2ncnc3ccsc23)cc1	94	106	104	94	101	106	107	89	104
CSC1=NN(c2ccccc2)CN(c2ccccc2)N1C	112	99	92	109	96	x	91	95	105
CCN(CC)CCCNc1cccc2c(OC)ccnc12	95	112	107	110	104	94	96	111	120
O=C(NCc1ccccc1)/C(=C\c1ccccc1)CC(=O)c1ccc(Cl)c(Cl)c1	78[5.5 µM]	106[5.5 µM]	92[5.5 µM]	88[5.5 µM]	90[5.5 µM]	101[5.5 µM]	81[5.5 µM]	93[5.5 µM]	98[5.5 µM]
CCCCCCCCOC(=O)c1cccnc1	87	104	99	109	96	94	105	95	110
Cc1nc2cc3c(=O)n(C)cnc3cc2n1Cc1ccccc1	96	113	99	102	95	92	109	101	115
OCCS	100	105	95	100	103	101	108	100	104
CCC#CC[C@H](O)C/C=C1/C(=O)C=C[C@@H]1C/C=C\CCCC(=O)OC	1.5*	12	0.2*	24	7.1*	-26*	24	-5.9*	23
COc1cccc(/C=C/C(=O)c2sc(N)nc2C)c1OC	86	106	100	97	99	108	92	107	104
COc1ccc2ccccc2c1Cc1ccc(N(C)C)cc1Cl	94	106	94	103	89	110	113	115	109
COc1cc(CNC(=O)Cc2ccccc2)ccc1OCc1cn(-c2ccc(C)c(C)c2)nn1	85	97	101	97	80	100	98	95	107
Nc1nc2cc(Br)ccc2o1	97	96	x	90	x	88	99	100	114
COC(=O)c1csc(-c2ccc(CO)o2)n1	94	115	x	120	98	95	94	x	121
N#Cc1c(N2CCOCC2)[nH]n(C2=Nc3ccccc3Sc3ccccc32)c1=O	75	100	93	98	88	102	105	96	105
COc1ccc(C2C(OC)C(=O)N2c2ccc(OC)cc2)cc1 (configuration not stated)	106	115	94	110	101	102	111	113	112
COc1cc2c(=O)n(C)c3ccccc3c2cc1OC	90	112	90	94	101	95	92	89	108
C(CSC1=NCCN1)CSC1=NCCN1	98	118	97	96	106	119	95	92	102
CC1(C)[C@@H](O)CC[C@]2(C)[C@H]3CC[C@@H]4[C@H]5[C@H](C(=O)/C=C\c6ccncc6)CC[C@]5(O)CC[C@@]4(C)[C@]3(C)CC[C@@H]12	68	35	61	50	40	93	59	38	38
NS(=O)(=O)c1ccc(-n2cc(CN3CCOCC3)nn2)cc1	102	115	104	102	104	105	102	105	107

2 of the compounds above, as labelled records:
> Nc1nc2cc(Br)ccc2o1
  PC-3 = 97
  OVCAR-3 = 96
  U251 = x
  SF-268 = 90
  OVCAR-8 = x
  SF-295 = 88
  SNB-19 = 99
  SF-539 = 100
  DU-145 = 114
> COC(=O)c1csc(-c2ccc(CO)o2)n1
  PC-3 = 94
  OVCAR-3 = 115
  U251 = x
  SF-268 = 120
  OVCAR-8 = 98
  SF-295 = 95
  SNB-19 = 94
  SF-539 = x
  DU-145 = 121

The main list resumes, repeating the six entries before the break.
SMILES	PC-3	OVCAR-3	U251	SF-268	OVCAR-8	SF-295	SNB-19	SF-539	DU-145
N#Cc1c(N2CCOCC2)[nH]n(C2=Nc3ccccc3Sc3ccccc32)c1=O	75	100	93	98	88	102	105	96	105
COc1ccc(C2C(OC)C(=O)N2c2ccc(OC)cc2)cc1 (configuration not stated)	106	115	94	110	101	102	111	113	112
COc1cc2c(=O)n(C)c3ccccc3c2cc1OC	90	112	90	94	101	95	92	89	108
C(CSC1=NCCN1)CSC1=NCCN1	98	118	97	96	106	119	95	92	102
CC1(C)[C@@H](O)CC[C@]2(C)[C@H]3CC[C@@H]4[C@H]5[C@H](C(=O)/C=C\c6ccncc6)CC[C@]5(O)CC[C@@]4(C)[C@]3(C)CC[C@@H]12	68	35	61	50	40	93	59	38	38
NS(=O)(=O)c1ccc(-n2cc(CN3CCOCC3)nn2)cc1	102	115	104	102	104	105	102	105	107
COCc1nc2nccc(-c3ccccn3)n2n1	102	110	96	98	104	105	96	98	108
COc1cc(O)c2c(=O)c3c(CC=C(C)C)cc(OC)c(O)c3oc2c1	74	1.9*	9.7*	52	26	42	27	6.5*	20
CO[C@H]1NC(=O)N(S(=O)(=O)c2ccc(Cl)cc2)[C@@H]1OC	97	108	101	102	106	92	103	99	115
N#CC1=C(N2CCOCC2)NC(c2cccc([N+](=O)[O-])c2)c2sc3c(F)cccc3c21 (configuration not stated)	92	100	106	91	100	110	99	94	108
CCC(=O)OCNC(=O)NNc1ccc([N+](=O)[O-])cn1	101	121	99	120	107	109	109	123	102
C#CCOC(=O)C(N)CSSCC(N)C(=O)O (configuration not stated)	92	112	105	100	111	103	103	91	119
Cn1c(=O)c2c(nc(CCCCc3nc4c(c(=O)n(C)c(=O)n4C)n3C)n2C)n(C)c1=O	93	122	104	104	113	109	107	108	119
COc1cc(-c2nc(SCC(=O)Nc3nc4ccc(C)cc4s3)[nH]c(=O)c2C#N)cc(OC)c1OC	95	102	98	90	105	101	97	92	107
CN1CCCc2cc(/C=C3\SC(=S)N(c4cccc(C(=O)O)c4)C3=O)ccc21	97	108	99	95	102	104	96	91	101
COc1cc(C2CC(=O)Nc3c(-c4cccc(F)c4)nsc32)cc2c1OCO2 (configuration not stated)	104	104	101	87	95	129	95	94	118
N#Cc1c(-c2ccc([N+](=O)[O-])cc2)[nH]c(=S)n(N=O)c1=O	104	101	104	110	44	97	106	100	123
COc1cc(C2SCC(=O)N2n2cnnc2)cc(OC)c1OC (configuration not stated)	94	107	101	96	106	98	95	105	105
CC(=O)CC(=O)Nc1ccc(Cl)cc1C	94	112	94	96	102	102	103	100	97
Nc1ccccc1C(=O)N/N=C/c1cccnc1	94	107	x	110	100	87	101	102	112
COc1ccccc1C(=O)Nc1nn(C)c2nc(C)c(Cl)c(C)c12	86	84	84	92	94	88	83	80	98
O=c1oc2ccccc2c(Cl)c1Cl	101	103	49	87	61	106	92	81	107
O=C(CN1C(=O)/C(=C/c2ccc(Cl)cc2)SC1=S)NCCN1CCOCC1	x	100	94	93	93	95	97	100	100
COc1ccc(CC(=O)N2CCN(C(=O)Cc3ccc(OC)c(OC)c3)CC2)cc1OC	99	105	100	99	114	88	100	98	102
CNC(C(=O)O)c1ccccc1 (configuration not stated)	97&99	105&106	96&103	96&105	106&112	107	97&115	99&109	101&113
O=C(CN1CCN(c2cc(=O)n(-c3ccccc3)c3ccccc23)CC1)Nc1cccc(C(F)(F)F)c1	42	70	72	66	71	59	71	71	65
C[C@@H](O)CO	114	98	107	98	103	131	114	119	109
COc1cc(C(=O)Nc2cccc(C3CCc4c(cc(OC)c(OC)c4OC)O3)c2)cc(OC)c1OC (configuration not stated)	36	79	88	93	55	63	92	95	93
Cc1cccc(OCC(O)CN2CCN(c3cccc(C)c3)CC2)c1 (configuration not stated)	94	109	101	104	97	90	99	92	111
CC(=O)Nc1cc(-c2ccc(C#N)n2C)ccc1F	100	103	102	103	106	98	102	98	115
CCCCCCCCC1OC1CCCCCCCCO (configuration not stated)	91	110	101	105	102	80	104	99	105

Fetched by compound from above (2):
SMILES	PC-3	OVCAR-3	U251	SF-268	OVCAR-8	SF-295	SNB-19	SF-539	DU-145
Cc1cccc(OCC(O)CN2CCN(c3cccc(C)c3)CC2)c1 (configuration not stated)	94	109	101	104	97	90	99	92	111
CCC(=O)OCNC(=O)NNc1ccc([N+](=O)[O-])cn1	101	121	99	120	107	109	109	123	102

Additional results follow:
SMILES	PC-3	OVCAR-3	U251	SF-268	OVCAR-8	SF-295	SNB-19	SF-539	DU-145
COc1cc(C(OC(C)=O)OC(C)=O)ccc1OC(C)=O	95	102	102	97	102	96	98	109	105
CC1(C)Oc2cc3oc(=O)ccc3cc2C[C@@H]1OCCO	101	110	101	103	104	101	99	104	113
CCCc1cc(=O)[nH]c(SC(C)c2nc3sc(C(=O)OCC)c(C)c3c(=O)[nH]2)n1 (configuration not stated)	97	99	103	100	42	114	101	104	102
CCN(CCO)C1c2ccccc2-c2ccccc21	91	106	100	104	98	101	98	106	102
CS(=O)(=O)Nc1ccc(C(=O)CCN2CCCCCC2)cc1	108	113	115	111	111	98	98	x	109
CCOC(=O)c1[nH]c2c(c1Cl)CCc1cnoc1-2	102	110	99	102	108	105	101	104	109
Cc1ccc(C2CC(c3ccccc3)=NN2c2nc(-c3cc4ccccc4oc3=O)cs2)cc1 (configuration not stated)	95	110	101	93	101	103	108	97	102
CN1c2ccccc2S(=O)(=O)n2nc(CSc3nc4ccccc4s3)nc21	82	93	95	70	102	111	91	102	117
N=C(N)N(Cc1ccccc1)Cc1ccccc1	69	103	90	96	101	97	94	91	110
COc1ccc(CCC(=O)O)c(C(CC(=O)O)C(=O)O)c1OS(=O)(=O)c1ccc(C)cc1 (configuration not stated)	96	114	102	104	101	103	94	106	114
Cc1ccc(-c2csc3c2c(=O)[nH]c2nnnn23)cc1	100	103	102	95	106	96	108	97	101
CC1(C)Oc2cc3oc(=O)ccc3cc2C[C@@H]1OCCS(C)(=O)=O	93	103	102	96	101	103	113	96	109
N#Cc1c(N=Cc2ccc(N3CCCCC3)cc2)oc(-c2ccccc2)c1-c1ccccc1	110	107	94	96	99	97	96	107	112
O=C(CSc1nc2ccccc2c(=O)n1-c1ccccc1)Nc1cccc(C(=O)/C=C/c2cccc(O[N+](=O)[O-])c2)c1	93	x	97	99	103	97	96	102	108
CCCC(O)c1ccc(C)cc1 (configuration not stated)	98	104	95	98	98	113	104	102	105
ONc1nc(NO)nc(N2CCOCC2)n1	90	106	111	99	99	96	98	99	109
CC(=O)c1ccc(NC(=O)c2cn(-c3ccccc3)nc2-c2ccncc2)cc1	81	83	94	103	x	x	98	102	101
CSc1nc(N)n2nc(C3CC3)cc2n1	94	111	96	x	99	97	x	102	104
COc1cc(-c2nc(SC(C)C)nc(Nc3cccc4ccccc34)c2C#N)cc(OC)c1OC	40	81	44	64	64	83	78	84	78
CCCC(C(=O)OCCN(CC)CC)(c1ccccc1)c1ccccc1	75&90&71	100&102&102	94&99&87	96&109&106	95&89&95	89&98	96&105&112	93&94&88	110&120&101
O=C(Nc1ccccc1C1=NCCN1)c1ccc(C(=O)Nc2ccccc2C2=NCCN2)cc1	103	105	102	98	106	102	109	110	103
COC(=O)C(=Cc1ccccc1[N+](=O)[O-])C(=O)OC	40	-18*	24	0.4*	50	97	89	58	-46*
Nc1ncc(-c2ccc(NS(=O)(=O)c3cc(F)c(F)c(F)c3)cc2)[nH]1	87	x	95	91	95	104	98	89	101
Cc1c(C(=O)N[C@@H](Cc2ccccc2)C(=O)C(=O)NCc2ccccn2)[nH]c2ccccc2c1=O	107	107	102	102	102	106	93	100	110
COc1ccc(CN2CC3CC3(COc3ccc(F)c(C)c3)C2)cc1F (configuration not stated)	104	110	103	109	107	104	105	106	110

(list continues)
SMILES	PC-3	OVCAR-3	U251	SF-268	OVCAR-8	SF-295	SNB-19	SF-539	DU-145
O=C(Sc1nnc(CCC(=O)c2nc3ccccc3[nH]2)s1)c1ccccc1	x	117	98	111	106	103	95	94	106
CCNc1nc2ccccc2c2c(=O)c3cccc(F)c3sc12	85	109	90	92	95	95	91	87	94
NC(=O)c1ccccc1N	95	103	109	98	109	102	108	101	112
C=CCn1c(SCC(=O)Nc2ccc(C(=O)/C=C/c3ccc(Cl)cc3)cc2)nnc1-c1c[nH]c2ccccc12	58	84	76	64	76	46	76	76	91
CC1=C(SCC(=O)OCCCCCC(C)C)C(=O)c2ccccc2C1=O	69	74	92	96	92	101	91	89	109
Cc1ccc2c(c1)C(C)(C)CCC2C (configuration not stated)	99	107	97	98	102	95	104	102	107
CCCCCCc1ccc(/C=C/C(OC)OC)cc1	103	107	111	99	114	99	108	106	106
Oc1c(Br)cc(Cl)cc1C(c1cc(Cl)cc(Br)c1O)C(Cl)(Cl)Cl	1.6*	13	15	22	14	9.0*	25	31	31
COc1cc(-c2nnc(SCc3ccc(O)c4ncccc34)n2-c2ccccc2)cc(OC)c1OC	15	6.4*	4.3*	8.9*	x	0.1*	9.2*	0.7*	15
COc1ccc2nc(-n3c(=O)c4cccnc4n(-c4cc(F)c(F)c(F)c4)c3=O)sc2c1	101	159	106	118	110	120	107	108	110
CCCCC(CC)CNCCOC(=O)c1ccc(N)cc1 (configuration not stated)	97	104	97	106	100	x	97	111	106
Nc1ccc(Cl)cc1Cl	94	109	109	102	104	96	111	100	111
CCCCCCN(CCCCCC)CC(O)c1ccc2c3c(cccc13)CC2 (configuration not stated)	52	81	50	76	68	49	82	70	76
CC1(C)[C@@H](O)CC[C@]2(C)[C@H]3CC[C@@H]4[C@H]5[C@H](C(=O)/C=C/c6cccnc6)CC[C@]5(CO)CC[C@@]4(C)[C@]3(C)CC[C@@H]12	71	97	89	94	97	101	85	106	100
Cc1cccc(-c2nc(Nc3cccc(C(=O)O)c3)c3ccccc3n2)c1	87	87	87	79	93	83	81	86	102

Entries from the list above that have a furan ring, fused or not (two):
SMILES	PC-3	OVCAR-3	U251	SF-268	OVCAR-8	SF-295	SNB-19	SF-539	DU-145
COC(=O)c1csc(-c2ccc(CO)o2)n1	94	115	x	120	98	95	94	x	121
N#Cc1c(N=Cc2ccc(N3CCCCC3)cc2)oc(-c2ccccc2)c1-c1ccccc1	110	107	94	96	99	97	96	107	112
